Screening data deposited in PubChem BioAssay by several laboratories.
PP5 primary – blocks human protein phosphatase 5 activity. P53041. purified PP5c, OMFP substrate fluorescence. inhibition, % at 6.7 µM. actives 0.18% (n = 320,000);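 active = inhibition above the campaign's mean inhibition across all tested compounds plus 3 SD, cut at about 9.5% in these data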;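 also: 0% = DMSO only and 100% = 100 µM cantharidin control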
PP1 counter – PP1-alpha (human) inhibition in PP5 counter-screen. P62136. purified PP1alpha, OMFP fluorescence. inhibition, % at 6.7 µM. actives 0.9% (n = 320,000);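 active = inhibition above the mean inhibition of all tested compounds plus 3 SD, computed separately for each screening campaign, cut at about 15% in these data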
Target sequence (P62136 whole entry, looked up): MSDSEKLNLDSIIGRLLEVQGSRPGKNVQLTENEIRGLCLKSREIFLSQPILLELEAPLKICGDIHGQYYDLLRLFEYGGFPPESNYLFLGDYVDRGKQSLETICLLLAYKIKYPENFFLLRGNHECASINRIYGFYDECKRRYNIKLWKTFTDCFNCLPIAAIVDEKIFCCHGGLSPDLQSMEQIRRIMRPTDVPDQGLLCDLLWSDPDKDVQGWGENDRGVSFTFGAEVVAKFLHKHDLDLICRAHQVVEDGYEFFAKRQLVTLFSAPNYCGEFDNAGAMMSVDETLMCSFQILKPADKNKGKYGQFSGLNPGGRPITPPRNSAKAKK
core dimer inh – blocks dimerization of HCV core protein; TR-FRET GST/Flag-core106 dimerization, 1536-well; inhibition, % at 5 µM; actives 0.33% (n = 300,000); AID 1899;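 active = inhibition above the mean of all tested compounds plus 3 SD, set per screening campaign, cut at about 45% in these data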
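Assay system: tagged HCV core106 pair (GST and Flag); medium: KF-containing HEPES buffer, pH 7.45, DTT, CHAPS, BSA; also added: Eu donor and XL665 acceptor anti-tag antibodies; dosing: 5 µM single dose; timing: compound-protein-antibody incubation 4 h at 22.5 °C; signal: TR-FRET 671 and 617 nm emission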
Efflux pump mplx – blocks antifungal efflux pumps in multiplex yeast assay. S. cerevisiae Candida pump triplex, Nile Red efflux. actives 0.44% (n = 330,000). AID 485275. inhibition, % at 10 µM;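 active = plate passing quality check with inhibition over a set limit, or well fluorescence over plate mean plus 4 SD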;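 also: Nile Red retained in pooled yeast measured as flow cytometry median fluorescence; 0% = buffer negative control and 100% = Enniatin B positive control; higher means more Nile Red kept so more efflux inhibition; some compounds called inactive have numbers as strong as hits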
procasp3 activ – activates human procaspase-3. P42574. recombinant procaspase-3 D3A, Ac-DEVD-pNA absorbance 405 nm. activation, % at 8.5 µM. actives 0.11% (n = 330,000). AID 463141;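 active = activation above the mean of all tested compounds plus 3 SD, cut at about 21% in these data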;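 also: 0% = DMSO alone and 100% = DMSO wells spiked with extra 5 µM PC-3 D3A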
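material = Procaspase-3 D3A mutant | probe or stimulus = Ac-DEVD-pNA | compound = single dose, 8.5 µM nominal compound, 0.8% DMSO | timing = 1 h preincubation, 2 h reaction | measured by = 405 nm absorbance of p-nitroaniline, reads at 0 and 120 min | benchmarks = DMSO-only low control, 5 µM PC-3 D3A high control | repeats = singlicate, each compound tested once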
TPT1 inh – blocks Candida albicans tRNA 2'-phosphotransferase; recombinant caTPT1, FP RNA substrate dephosphorylation; actives 0.81% (n = 300,000); inhibition, % at 5 µM;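 active = inhibition above the mean of all tested compounds plus 3 SD, set per screening campaign, cut at about 24% in these data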;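 also: plate controls were DMSO alone for no effect and ferristatin control at 100 nM for full effect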
procasp7 counter – activates human procaspase-7, counter-screen for procaspase-3 activators | P55210 | recombinant procaspase-7, Ac-DEVD-pNA absorbance 405 nm; D23A/D198A/D206A triple mutant, cannot self-cleave; scale: DMSO 0, 5 µM enzyme 100 | activation, % at 8.5 µM | actives 0.093% (n = 330,000) | AID 463210;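 active = percent activation above the screen-wide mean plus 3 SD, cut at about 25% in these data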
Target sequence (P55210 whole entry D23A/D198A/D206A): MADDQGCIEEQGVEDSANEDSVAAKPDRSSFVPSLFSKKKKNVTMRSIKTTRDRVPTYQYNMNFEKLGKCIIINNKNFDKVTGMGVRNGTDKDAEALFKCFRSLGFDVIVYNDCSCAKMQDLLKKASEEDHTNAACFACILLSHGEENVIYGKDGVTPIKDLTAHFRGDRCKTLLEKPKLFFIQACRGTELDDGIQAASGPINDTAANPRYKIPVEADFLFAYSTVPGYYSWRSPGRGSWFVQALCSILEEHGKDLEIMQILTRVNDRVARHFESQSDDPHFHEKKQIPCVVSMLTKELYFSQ
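System: Uncleavable procaspase-7 mutant enzyme; Amount: 2 µM procaspase-7 mutant as dispensed; Schedule: 1 h compound preincubation, 2 h substrate cleavage, 25 °C; Measured by: 405 nm absorbance of p-nitroaniline; Evaluation: percent activation from buffer-corrected 0–120 min absorbance change; Control set: low DMSO alone, high DMSO plus 5 µM PC-7.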
Fh CTSL1 inh – cathepsin L1 inhibition, PFM18AAP counter-screen; actives 0.49% (n = 300,000); recombinant F. hepatica cathepsin L1, Z-Leu-Arg-MCA fluorescence; inhibition, % at 5.96 µM;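 active = inhibition above the mean of all tested compounds plus 3 SD, set per screening campaign, cut at about 17% in these data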;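 also: 0% = plate median of test compound wells and 100% = 1 µM Z-Phe-Ala-diazomethylketone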
JMJD2C inh – blocks human GASC-1 demethylase activity | GST-JMJD2C(1-420) H3K9me3 demethylation, DELFIA europium | Q9H3R0 | inhibition, % at 2.35 µM | actives 0.069% (n = 330,000);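 active = more than half of a compound's replicate wells show inhibition beyond 50%, single wells judged on their own value; inconclusive = some, but no more than half, of replicates pass 50% inhibition; inactive = no replicate passes 50% inhibition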;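 also: signal counts dimethyl H3K9 product captured on neutravidin plate; 0% = median of DMSO wells and 100% = 0.3 times that DMSO median; strong numbers were not always called active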
Target sequence (Q9H3R0 1-420 limits assumed): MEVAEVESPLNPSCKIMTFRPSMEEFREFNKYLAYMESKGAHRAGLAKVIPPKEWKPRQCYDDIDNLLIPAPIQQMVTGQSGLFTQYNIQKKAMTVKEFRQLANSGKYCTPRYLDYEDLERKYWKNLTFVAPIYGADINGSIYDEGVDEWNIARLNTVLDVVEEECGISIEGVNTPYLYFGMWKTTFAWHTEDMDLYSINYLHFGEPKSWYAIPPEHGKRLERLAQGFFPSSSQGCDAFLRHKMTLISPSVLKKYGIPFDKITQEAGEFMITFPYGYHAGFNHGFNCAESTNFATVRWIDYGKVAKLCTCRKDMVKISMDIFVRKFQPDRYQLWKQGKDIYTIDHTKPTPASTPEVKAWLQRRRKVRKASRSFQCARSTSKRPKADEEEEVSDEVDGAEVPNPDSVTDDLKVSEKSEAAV
An asterisk follows results filed as active; u = inconclusive; x = not tested or not shown; & = joins results of further samples.

SMILES	PP5 primary	PP1 counter	core dimer inh	Efflux pump mplx	procasp3 activ	TPT1 inh	procasp7 counter	Fh CTSL1 inh	JMJD2C inh
CC1CCCC(NC(=O)C2CCN(S(=O)(=O)N3CCOCC3)CC2)C1C (configuration not stated)	0.0	-3	4	-0.1	3	-3	-6	3	12
Cn1nc([N+](=O)[O-])nc1Oc1ccc(C(C)(C)C)cc1	2.4	-1	-2	0.0	-1	2	-5	1	-16
Cn1cc(C=O)c2cc(S(=O)(=O)N3CCOCC3)ccc21	-0.4	-2	3	-0.4	8	4	-2	1	-35
CCOC(=O)C1=C(C)N(CCCC(=O)NCc2ccc3c(c2)OCO3)C(=O)NC1c1ccc(Br)cc1 (configuration not stated)	1.8	3	-3	0.1	-9	0	-2	-1	0
Cc1sc2nc(CSCC(=O)Nc3c(F)cccc3F)[nH]c(=O)c2c1C	-1.6	-6	5	-0.2	12	9	-2	2	7
Cc1ccc(CN(C)c2nc(-c3cccnc3)nc3ccccc23)o1	0.6	1	1	-0.1	2	0	-13	2	-10
COc1ccc(CNC(=O)C2CCN(c3nc(OC)nc(OC)n3)CC2)cc1	-3.2	-2	-2	0.1	1	3	12	-2	-2
COc1ccc(CCNC(=O)CCC(=O)N2CCN(S(=O)(=O)c3ccccc3)CC2)cc1OC	2.0	2	-5	0.1	-3	-1	-8	-4	0&-3
O=C1C2C3C=CC(CNS(=O)(=O)c4ccccc4[N+](=O)[O-])(O3)C2C(=O)N1c1ccccc1 (configuration not stated)	3.3	0	-16	-0.1	-27	0	-29	-6	1
CC(C)OC(=O)CSc1nnc(SCc2cccc3ccccc23)s1	3.9	2	13	0.0	2	2	-4	3	2
O=C(CC1C(=O)NCCN1CCCc1ccccc1)NCCc1ccccc1Cl (configuration not stated)	-1.3	-1	-17	0.2	-2	0	-3	6	-11
Cc1cc(C)cc(NC(=O)c2cc(C)nc3ccccc23)c1	1.8	-2	0	0.0	-2	-3	2	-2	-7
Cc1cc(OCC(=O)NCCc2ccc(Cl)cc2)c2c(C)cc(=O)oc2c1	1.6	1	-4	0.0	2	-3	-1	-1	1
Cc1ccc(S(=O)(=O)c2nnn3c2nc(NC2CCN(Cc4ccccc4)CC2)c2ccccc23)cc1C	3.9	21*	18	0.2	8	2	-1	2	14
Cc1ccc(N2C(=O)N(CC(=O)Nc3cc(F)ccc3C)C(=O)C2C)cc1 (configuration not stated)	-0.3	-7	-2	0.1	5	0	1	3	-3
Cc1ccc(S(=O)(=O)Nc2ccc(N3CCOCC3)cc2)cc1C	1.5	0	-3	-0.1	0	2	-8	-1	5
Cc1cc(C)cc(N(C(=O)Cc2cccs2)C(C(=O)NC2CCCC2)c2ccc(C)o2)c1 (configuration not stated)	-0.5	2	4	0.2	9	1	-4	0	-16
Clc1cccc(N2CCN(Cc3nc(-c4ccccc4)no3)CC2)c1	-0.5	2	0	0.1	-3	-1	10	3	-4
Cc1ccc(S(=O)(=O)N2CCN(C(=O)c3ccc4ccccc4n3)CC2)c(C)c1	1.4	0	x	0.1	5	x	4	x	-3
Cc1ccc(C)n1-c1cccc(C(=O)O)c1	1.4	14	-82	-0.5	-2	51*	5	-7	0
COc1cccc(-n2c(Cc3cc(=O)[nH]c(=O)[nH]3)nnc2SCC(=O)N2CCC(C)CC2)c1	1.8	-3	4	0.5	3	-6	6	-3	-5
Cc1ccc(S(=O)(=O)N2CCN(C(=O)COC(=O)c3ccc(O)cc3)CC2)c(C)c1	-0.9	-7	1	0.1	5	2	6	-3	-7
Cc1ccc(S(=O)(=O)/N=C/c2c(O)ccc3ccccc23)cc1	-0.4	-6	8	-0.2	2	-6	2	0	-29
COc1cc(C2C(C#N)=C(N)Oc3n[nH]c(C)c32)cc2c1OCO2 (configuration not stated)	2.6	1	15	0.0	2	-2	-9	0	4
C=CCN1C(C(=O)c2ccccc2)=C(OC(=O)COc2ccccc2)c2ccccc2S1(=O)=O	1.3	7	7	0.0	-5	1	-11	-1	-6
(next part)
SMILES	PP5 primary	PP1 counter	core dimer inh	Efflux pump mplx	procasp3 activ	TPT1 inh	procasp7 counter	Fh CTSL1 inh	JMJD2C inh
O=C(NNC(=S)NCc1ccco1)c1cccs1	-1.1	-1	-7	0.1	-4	-2	-2	-2	-3
CNc1c(NS(=O)(=O)c2ccc(C3CCCCC3)cc2)c(=O)oc2ccccc12	0.3	-2	-3	0.5	3	-2	-7	-3	-15
Cc1ccc(NS(=O)(=O)c2cc(NC(=O)c3cc(=O)[nH]c(=O)[nH]3)ccc2Cl)c(C)c1	1.3	3	-2	0.2	-4	-2	2	-1	11
COc1ccc(C(C#N)N2CCC(c3ccccc3)=N2)cc1OC (configuration not stated)	0.0	-1	0	0.0	0	-3	3	10	3
O=C(N/N=C/c1cccc(OCc2ccccc2)c1)c1ccc(Br)o1	7.3	5	9	0.2	2	0	0	5	17
Cc1ccc(S(=O)(=O)Nc2cnc3ccccc3c2)cc1	2.3	-4	2	0.2	-9	9	1	-3	-13
CC(=NCc1cccc(Cl)c1)c1nc(-c2ccco2)oc1O	2.6	0	0	-0.3	2	-3	-6	4	4
COc1ccc(S(=O)(=O)CC(=O)c2cc3cc(Br)ccc3oc2=O)cc1	3.0	14	0	0.1	-2	8	-4	2	2
CC1CCN(CCCNC(=O)c2coc3nc4ccccc4nc23)CC1	2.6	-2	-2	-0.1	0	7	-4	2	8
COc1ccccc1N1CCN(C(c2cccs2)C(C)NC(=O)c2cccnc2)CC1 (configuration not stated)	1.1	1	14	0.0	8	-1	2	2	5
CC(=O)Nc1ccc(S(=O)(=O)N2CCC(C(=O)NCc3cccnc3)CC2)cc1	1.6	2	-5	0.1	0	1	4	-3	16
Cc1ccc(S(=O)(=O)N2CCOCC2)cc1C(=O)NCc1cn2ccsc2n1	0.1	-3	-3	-0.1	11	-4	7	4	7
CCO[C@@H]1OC(C(=O)NC2CC2)=C[C@H](c2coc3ccccc3c2=O)[C@H]1CCCO	1.9	4	-6	0.1	-1	-1	-3	-3	3
O=C(NCC(=O)N1CCN(C(c2ccccc2)c2ccccc2)CC1)c1ccccc1F	3.8	0	1	0.5	2	-1	-1	6	-19
CCCN(CCC)C(=O)CSc1nc2ccsc2c(=O)n1NC(=O)c1ccccc1	0.9	-3	-4	0.1	6	2	7	-1	-2
Cc1ccc(N2C(=O)N(CC(=O)Nc3ccc(C)c(C)c3)C(=O)C2C)cc1 (configuration not stated)	1.3	0	5	0.2	-3	0	5	0	u
CC(=O)NCCc1nc2ccccc2n1Cc1ccccc1	1.0	-3	3	0.0	12	-2	15	-2	-9
C=CCNC(=S)NNC(=O)c1ccc(=O)n(Cc2ccc(Cl)cc2Cl)c1	1.3	1	-1	0.8	-4	-4	-3	0	1
CC(C)OC(=O)CN1C(=O)S/C(=C/c2ccc(N3CCCCC3)o2)C1=O	-4.1	-1	-20	0.0	-8	180*	-22	17*	-5
O=C(Nc1ccccc1)N1CCN(c2ccc(F)cc2)CC1	1.3	0	-3	0.0	2	2	7	-1	-1
C/C(=N/Oc1nc(C)cc(C)n1)c1ccc(Cl)cc1Cl	0.7	-2	3	0.0	4	-2	0	-2	5
O=C1/C(=C/c2ccccc2)CSc2sccc21	3.2	-1	6	0.2	-1	-1	8	-4	1
COc1ccccc1OC(=O)CCc1nc2ccccc2s1	-2.9	8	24	0.4	-1	1	-40	-21	1
CCN(CC)C(=O)CSc1nc(-c2ccc(C)cc2)nc2c1COC(C)(C)C2	3.4	2	1	0.0	1	-2	11	3	9
CCc1nnc(NC(=O)CCN2C(=O)c3ccccc3C2=O)s1	-0.1	2	0	0.0	4	0	3	0	-21

Gathered by group: those above containing a thiophene ring, fused or not
SMILES	PP5 primary	PP1 counter	core dimer inh	Efflux pump mplx	procasp3 activ	TPT1 inh	procasp7 counter	Fh CTSL1 inh	JMJD2C inh
Cc1sc2nc(CSCC(=O)Nc3c(F)cccc3F)[nH]c(=O)c2c1C	-1.6	-6	5	-0.2	12	9	-2	2	7
Cc1cc(C)cc(N(C(=O)Cc2cccs2)C(C(=O)NC2CCCC2)c2ccc(C)o2)c1 (configuration not stated)	-0.5	2	4	0.2	9	1	-4	0	-16
O=C(NNC(=S)NCc1ccco1)c1cccs1	-1.1	-1	-7	0.1	-4	-2	-2	-2	-3
COc1ccccc1N1CCN(C(c2cccs2)C(C)NC(=O)c2cccnc2)CC1 (configuration not stated)	1.1	1	14	0.0	8	-1	2	2	5
CCCN(CCC)C(=O)CSc1nc2ccsc2c(=O)n1NC(=O)c1ccccc1	0.9	-3	-4	0.1	6	2	7	-1	-2
O=C1/C(=C/c2ccccc2)CSc2sccc21	3.2	-1	6	0.2	-1	-1	8	-4	1

More records follow:
SMILES	PP5 primary	PP1 counter	core dimer inh	Efflux pump mplx	procasp3 activ	TPT1 inh	procasp7 counter	Fh CTSL1 inh	JMJD2C inh
COC(=O)C(C)(C(=O)OC)c1ccc([N+](=O)[O-])cn1	1.9	1	1	-0.1	-11	-2	-4	2	1
O=C(NCCN1CCOCC1)c1cccc2c1C(=O)c1ccc(N3CCCC3)cc1S2(=O)=O	x	x	x	1.1	2	x	0	x	2
C/C(=C\C(=O)c1ccc(Cl)cc1)Nc1ccc(Br)cc1	1.2	0	8	-0.1	-3	-2	6	0	18
Cc1nc(CSc2ccc(Cl)cc2)cc(N2CCOCC2)n1	-2.5	-1	-3	-0.2	-4	-2	0	1	5
CN1N=C2c3ccccc3CCC2C1c1ccc(C(F)(F)F)cc1 (configuration not stated)	0.8	-2	-1	0.0	-5	2	4	1	-27
CCOC(=O)COc1ccc2nsnc2c1Cl	-3.1	-2	-5	-0.3	-2	-5	3	4	1
COc1ccc(Br)cc1/C=C/C(=O)NC(=S)Nc1ccc(CN2CCOCC2)cc1	2.1	-2	15	0.1	9	0	0	2	-1

Record cards, as listed above.
Cc1ccc(C)n1-c1cccc(C(=O)O)c1 is entered as PP5 primary = 1.4; PP1 counter = 14; core dimer inh = -82; Efflux pump mplx = -0.5; procasp3 activ = -2; TPT1 inh = 51*; procasp7 counter = 5; Fh CTSL1 inh = -7; JMJD2C inh = 0
O=C(NNC(=S)NCc1ccco1)c1cccs1 is entered as PP5 primary = -1.1; PP1 counter = -1; core dimer inh = -7; Efflux pump mplx = 0.1; procasp3 activ = -4; TPT1 inh = -2; procasp7 counter = -2; Fh CTSL1 inh = -2; JMJD2C inh = -3
CCN(CC)C(=O)CSc1nc(-c2ccc(C)cc2)nc2c1COC(C)(C)C2 is entered as PP5 primary = 3.4; PP1 counter = 2; core dimer inh = 1; Efflux pump mplx = 0.0; procasp3 activ = 1; TPT1 inh = -2; procasp7 counter = 11; Fh CTSL1 inh = 3; JMJD2C inh = 9
